# Screening results: PubChem BioAssay, several laboratories
# KCNQ2 block: KCNQ2 potassium channel inhibitors, primary screen, cell-based, CHO-K1, FluxOR thallium flux, B-score (AID 2156) | B-score at 10 µM | actives 1.1% (n = 310,000) | O88943 | 20 min; stronger effect = lower value;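 active = fluorescence ratio B-score at most minus 3 library SDs, with starting brightness B-score within 2 library SDs, cut at about -5.5 in these data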
# Target sequence (O88943 whole entry, looked up): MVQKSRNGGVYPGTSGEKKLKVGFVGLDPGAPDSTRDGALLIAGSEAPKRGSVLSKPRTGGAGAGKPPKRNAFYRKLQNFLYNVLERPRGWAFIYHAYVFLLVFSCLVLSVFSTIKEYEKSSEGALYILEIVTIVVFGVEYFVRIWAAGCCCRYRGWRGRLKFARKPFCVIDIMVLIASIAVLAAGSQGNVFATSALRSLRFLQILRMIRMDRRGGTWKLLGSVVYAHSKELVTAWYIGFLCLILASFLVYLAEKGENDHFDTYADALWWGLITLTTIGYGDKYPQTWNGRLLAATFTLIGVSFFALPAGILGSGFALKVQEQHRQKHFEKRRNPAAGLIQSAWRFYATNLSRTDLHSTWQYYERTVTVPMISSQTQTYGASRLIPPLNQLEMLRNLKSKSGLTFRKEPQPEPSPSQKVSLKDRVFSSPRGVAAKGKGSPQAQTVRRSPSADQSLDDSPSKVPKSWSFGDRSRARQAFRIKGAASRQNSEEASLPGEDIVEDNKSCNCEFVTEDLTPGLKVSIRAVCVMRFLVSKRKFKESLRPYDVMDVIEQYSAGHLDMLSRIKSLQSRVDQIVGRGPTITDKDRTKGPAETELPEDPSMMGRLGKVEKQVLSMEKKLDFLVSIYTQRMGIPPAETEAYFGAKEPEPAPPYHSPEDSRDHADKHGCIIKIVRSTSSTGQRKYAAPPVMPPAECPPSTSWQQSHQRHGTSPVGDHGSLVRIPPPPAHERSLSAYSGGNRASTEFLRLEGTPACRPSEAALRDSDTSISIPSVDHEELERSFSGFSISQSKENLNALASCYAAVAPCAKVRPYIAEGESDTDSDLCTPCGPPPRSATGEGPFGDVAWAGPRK
# OX1R FRET antag: OX1R (human) antagonism | O43613 | OX1R-expressing cells, FRET antagonist read-out | inhibition, % at 6.6 µM | actives 1.8% (n = 330,000) | AID 485270; in the data active = inhibition mostly above about 38%, no sharp cut-off; inactive = mostly below about 40%;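 note: 0% = agonist challenge alone and 100% = reference antagonist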
# STK33 kinase inh: human STK33 kinase inhibition; Q9BYT3; purified STK33, MBP phosphorylation, ADP-Glo luminescence; inhibition, % at 10 µM; actives 0.073% (n = 320,000);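 active = inhibition at or above 25%, using the most active replicate where run in duplicate; inactive = inhibition below 25%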
# Starred values were filed as active, the others as inactive; i = inactive; x = no result given; + = active, no number.
no.	SMILES	KCNQ2 block	OX1R FRET antag	STK33 kinase inh
1	Cc1ccc2nc(N3CCN(C)CC3)[nH]c2c1	i	6.0	0.0
2	COc1ccc(CCn2c(O)c(C=NCCCn3ccnc3)c(=O)[nH]c2=O)cc1OC	i	8.5	-0.6
3	COc1ccc(/C=N\N=C(N)N)cc1	i	34.1	-0.9
4	Oc1ccc(CC2CC3CCN2CC3)cc1O (stereo unspecified)	i	13.2	-1.0
5	Cn1cc(C(=O)OCC(=O)NC2CCCC2)c2ccccc21	x	8.4	-1.4
6	CCC(=NCCCN1CCOCC1)c1c(O)n(-c2ccccc2C)c(=O)[nH]c1=O	i	15.8	-1.4
7	CCOC(=O)C(O)(c1ccc(N=Cc2ccccc2O)c(C)c1)C(F)(F)F (stereo unspecified)	i	14.8	-0.1
8	COC(=O)C1=C(c2c(C)noc2C)C[C@@H]2CC[C@H]1N2C(=O)NCC1CC1	x	7.8	-1.9
9	CC(C)(C)NC(=O)NC(=O)CN1CC=C(c2ccccc2)CC1	i	13.4	0.8
10	Cc1ccc(C(O)(C(=O)NNC(=O)CN2CCN(C)CC2)c2ccc(C)cc2)cc1	i	4.5	-0.4
11	CO[C@H]1CC=C2CCN3CCC4=C(CC(=O)OC4)[C@]23C1	x	8.3	-0.5
12	O=C1OC(c2ccc([N+](=O)[O-])cc2)=N/C1=C/N1CC2CC(C1)c1cccc(=O)n1C2 (stereo unspecified)	i	80.4*	-0.9
13	COC(=O)C1=C(c2ccc(OC)c(OC)c2)C[C@@H]2CC[C@H]1N2C(=O)NC1CC1	x	-2.0	-1.0
14	COC1C(OC(=O)c2ccc(C)[nH]2)C(O)C(Oc2ccc3c(O)c(NC(=O)c4ccc(O)c(CC=C(C)C)c4)c(=O)oc3c2Cl)OC1(C)C (stereo unspecified)	x	11.1	1.1
15	Cn1c(O)c(Cc2ccc(OCc3ccccc3)cc2)c(=O)n(C)c1=O	i	-2.0	-1.0
16	CCCNC(=O)N1CCC2(CC1)OCCO2	i	3.4	-0.9
17	CN1CC(C(=O)c2ccc(Cl)cc2)C(c2ccccc2)C1 (stereo unspecified)	i	11.3	-0.5
18	CCCCCCNc1nc(OC)nc(N2CC3CC(C2)c2cccc(=O)n2C3)n1 (stereo unspecified)	i	9.8	0.9
19	CCCCOC(=O)c1ccccc1C(=O)OCc1ccccc1	x	10.0	-0.8
20	O=C(c1cn(Cc2ccccc2)c2ccccc12)C1CC1	i	5.5	-1.4
21	O=c1[nH]c(=O)n(-c2cccc3ccccc23)c(O)c1/C=N/N1CCCCC1c1cccnc1 (stereo unspecified)	i	8.0	0.8
22	COC(=O)[C@]1(C)C[C@H]1[C@H](NP(=O)(c1ccccc1)c1ccccc1)c1ccccc1	i	12.4	-0.5
23	N/C(=N\[N+](=O)[O-])N1CCN(C(=O)c2ccccc2)CC1	i	3.3	-1.2
24	Clc1ccc(OCC#CCN2CCCC2)cc1	i	5.4	-1.9
25	CSc1ncc(CN2CCCC(C(=O)c3ccccc3SC)C2)cn1 (stereo unspecified)	i	14.7	0.0
26	CCOP(=O)(OCC)C(NC(=O)c1ccccc1)C(Cl)(Cl)Cl (stereo unspecified)	i	26.9	-0.7
27	COc1ccc(OCC(=O)N2CCN(Cc3ccc4c(c3)OCO4)CC2)cc1	i	8.9	-0.2
28	O=C(c1ccccc1)C(CN1CCCC1)c1ccccc1 (stereo unspecified)	i	16.6	-1.0
29	Cc1ccc2c(c1)C1CN(C)CCC1N2C(=O)Nc1cccc(Cl)c1 (stereo unspecified)	i	8.2	-1.8
30	COc1ccccc1-n1c(O)c(C=NCCN2CCNCC2)c(=O)[nH]c1=O	i	9.6	-1.6
31	COC(=O)C1=C(c2c(C)noc2C)C[C@@H]2CC[C@H]1N2C(=O)N1CCCC1	x	3.1	-0.7
32	COC(=O)c1ccc(CC(C(=O)c2ccccc2)N(C)C)cc1 (stereo unspecified)	i	15.4	-1.7
33	Cc1cccc(CN2CCCC(C(=O)c3cccc(OC(C)C)c3)C2)n1 (stereo unspecified)	i	9.9	-1.2
34	Cc1ccc(C(C)C)c(OCC(=O)N2CCN(Cc3nc4cc([N+](=O)[O-])ccc4n3C)CC2)c1	i	13.4	-0.7
35	O=[N+]([O-])c1ccc(N2CCCC(C(F)(F)F)C2)c2ccncc12 (stereo unspecified)	i	40.9	0.9
36	CCC1(C(=O)c2ccc(C)cc2)C2c3ccccc3OC(=O)C21C(=O)O (stereo unspecified)	i	17.4	-1.0
37	Cn1c(O)c(C=NCCCNC2CCCCC2)c(=O)n(C)c1=O	i	15.8	0.4
38	COC(=O)C1=C(c2ccccc2OCc2ccccc2)C[C@@H]2CC[C@H]1N2C(=O)NCCOc1ccccc1Cl	x	52.6*	-1.8
39	CCOc1c(Cl)cc(CNCCc2c[nH]c3ccccc23)cc1OC	i	12.9	0.5
40	N#Cc1ccc(OCC(=O)N2CCN(Cc3ccc4c(c3)OCO4)CC2)cc1	i	4.4	-0.4
41	Cc1ccc(-n2c(/C=C/c3ccc4c(c3)OCO4)nc3ccccc3c2=O)cc1	-5.65*	25.3	-0.8
42	CN1CCN(c2nc(N)cc(=O)[nH]2)CC1	i	-2.3	-1.1
43	Fc1ccc(C2NCCc3[nH]cnc32)cc1 (stereo unspecified)	i	4.1	-0.8
44	COc1cc(C2NCc3ccccc3-n3cccc32)ccc1O (stereo unspecified)	i	8.4	0.3
45	Cc1nc2cc(C(F)(F)F)ccc2n1C1CCN(Cc2nnnn2Cc2ccc3c(c2)OCO3)CC1	i	1.9	-1.1
46	CCOc1cccc(=NC2CCCCC2)c2c(C)n(C)c(C)c12	i	34.8	0.0
47	CCOP(=O)(OCC)C(NC(=O)Cc1ccccc1)C(Cl)(Cl)Cl (stereo unspecified)	i	8.3	-1.2
48	CCOc1ccc(C2SCC(=O)Nc3c2c(C)nn3C2CCOC(C)(C)C2)cc1 (stereo unspecified)	i	6.5	-1.0
49	COc1cc2c(c(OC)c1OC)-c1ccc(O)c(=O)cc1[C@@H](NC(C)=O)CC2	x	5.5	0.2
50	CC(Cc1ccccc1)NC(=O)Cc1ccc(N(C)C)cc1 (stereo unspecified)	i	17.6	-1.5
51	Cc1cccc(C)c1OP(N)(=O)OCC(F)(F)F (stereo unspecified)	i	12.5	-1.4
52	COc1cc(-n2c(=S)[nH]c3ccccc3c2=O)c(Cl)cc1Cl	i	9.4	-3.4
53	O=C(c1ccc(Cl)cc1)C1CCCN(Cc2ccc3c(c2)OCCO3)C1 (stereo unspecified)	i	3.3	-0.8
54	COC(=O)C1=C(c2ccc(F)cc2OCc2ccccc2)C[C@@H]2CC[C@H]1N2C(=O)N1CCC(O)CC1	x	8.7	0.3
55	Cc1ccc(-c2nc3ccc(Cl)cc3n2OC(=O)N(C)C)cc1	i	62.7	-1.0
56	Cc1ccc(-c2nn(Cc3ccccc3)cc2C(=O)O)cc1	i	15.9	0.4
57	CC1=NOC2(C)Nc3ncnn3C(c3ccccc3)C12 (stereo unspecified)	i	30.4	-1.6
58	C/C(=N\NC(=O)c1ccccc1Cl)c1c(O)n(C2CCCCC2)c(=O)[nH]c1=O	i	12.2	0.7
59	CN1/C(=C\C=Nc2ccccc2)C(C)(C)c2ccccc21	i	17.4	-1.6
60	CC(C(=O)c1ccc2ccccc2c1)N1CCCCC1 (stereo unspecified)	i	9.1	-1.5

# Compounds shown so far that have a COOH group:
no.	SMILES	KCNQ2 block	OX1R FRET antag	STK33 kinase inh
36	CCC1(C(=O)c2ccc(C)cc2)C2c3ccccc3OC(=O)C21C(=O)O (stereo unspecified)	i	17.4	-1.0
56	Cc1ccc(-c2nn(Cc3ccccc3)cc2C(=O)O)cc1	i	15.9	0.4

# Entries of single compounds as entered above.
# CN1CCN(c2nc(N)cc(=O)[nH]2)CC1 is entered as KCNQ2 block = i; OX1R FRET antag = -2.3; STK33 kinase inh = -1.1
# CCOP(=O)(OCC)C(NC(=O)Cc1ccccc1)C(Cl)(Cl)Cl (stereo unspecified) is entered as KCNQ2 block = i; OX1R FRET antag = 8.3; STK33 kinase inh = -1.2

# The results go on:
no.	SMILES	KCNQ2 block	OX1R FRET antag	STK33 kinase inh
61	CCCCn1c(=O)c(C(=O)NC(C)c2ccccc2)c(O)c2ccccc21 (stereo unspecified)	-11.8*	7.4	-1.4
62	O=C(O)C(O)(c1ccccc1)C1CCCCC1 (stereo unspecified)	i	-1.3	0.3
63	CCOc1ccc(CC2(CCc3ccncc3)C(=O)NC(=O)NC2=O)cc1	i	6.5	0.9
64	O=C(CN1CC=C(c2ccccc2)CC1)NC(=O)NCc1ccco1	i	3.0	0.3
65	Cc1ccc(C2(O)CC(C)N(C)CC2C)cc1 (stereo unspecified)	i	13.3	-1.8
66	O=C(COc1ccc(Cl)cc1)N1CCN(Cc2ccccc2)CC1	i	9.7	-1.2
67	Cc1ccc(/C=C2\C(=O)NC(=S)N(c3ccc(F)cc3)C2=O)o1	i	x	-0.8
68	CC(Cc1ccccc1)NCCC(c1ccccc1)c1ccccc1 (stereo unspecified)	x	10.8	-2.8
69	O=Cc1c(C(=O)O)n(Cc2ccccc2Cl)c2ccccc12	i	11.9	-1.7
70	c1ccc2c3c([nH]c2c1)C1(CCNCC1)NCC3	i	31.2	0.2
71	CCC(=NCCC(c1ccccc1)c1ccccc1)c1c(O)[nH]c(=O)[nH]c1=O	i	3.5	-0.8
72	CCCCn1c(O)c(C(C)=Nc2ccc3c(c2)CCC3)c(=O)[nH]c1=O	i	0.9	0.4
73	O=c1[nH]c(=O)n(CCC2=CCCCC2)c(O)c1C=NC1CCN(Cc2ccccc2)CC1	x	18.0	0.6
74	COc1cc(CN=Cc2c(O)n(C(C)(C)C)c(=O)[nH]c2=O)cc(OC)c1	i	8.6	-0.9
75	COc1ccc(C2=NCC(=O)N(CC(=O)NCc3ccco3)c3sc4c(c32)CCCC4)cc1	i	13.8	11.2
76	Cc1nn(Cc2ccccc2)c(Cl)c1C(=O)OC(C)C(=O)Nc1ccc(F)cc1Cl (stereo unspecified)	i	10.8	-1.0
77	CCOC(=O)c1c(C)n(Cc2ccco2)c2c1cc(O)c1ccccc12	i	17.1	-0.1
78	COc1ccc(CCN)cc1OC	i	13.0	-1.0
79	CCOP(=O)(OCC)C(O)c1ccc(OC)cc1 (stereo unspecified)	i	9.2	0.1
80	CN1CCN(c2ccc([N+](=O)[O-])c(NCc3ccco3)c2)CC1	i	42.1	4.4
81	COc1ccc(C(=O)C(Cc2ccccc2)N(C)C)cc1 (stereo unspecified)	i	9.4	0.1
82	CCCC(C)n1[nH]c(=O)c2c1NC(=O)CSC2c1ccccc1 (stereo unspecified)	i	-4.4	0.1
83	CC(=O)C1CCC2C3CCC4CC(O)CCC4(C)C3CCC12C (stereo unspecified)	i	12.5	0.2
84	O=c1[nH]c(=O)n(Cc2ccc(F)cc2)c(O)c1C=NCCN1CCCCC1	i	17.2	-1.6
85	CC(=NCCCN1CCOCC1)c1c(O)n(Cc2ccccc2)c(=O)[nH]c1=O	i	22.4	-0.7
86	COc1cccc(OP(=O)(Nc2ccccc2)Oc2cccc(OC)c2)c1	-7.07*	59.6*	0.0
87	CCc1cc(=O)oc2cc(C)cc(OCC(=O)N3CCC(C(=O)O)(c4ccccc4)CC3)c12	i	13.2	-0.1
88	CN(C)c1ccc(/C=C2\C(=O)NC(=O)N(Cc3ccc(F)cc3)C2=O)cc1	i	9.8	-0.3
89	O=C(Nc1ccccc1)c1cc([N+](=O)[O-])ccc1N1CCNCC1	i	28.0	-0.4
90	CCOC(=O)C1CCN(/C=C2/C(=O)NC(=S)N(c3cccc(OC)c3)C2=O)CC1	i	16.4	x

# Some values from the entries so far:
# Under STK33 kinase inh, cpd 64 reads 0.3
# Under OX1R FRET antag, cpd 71 reads 3.5
# Under OX1R FRET antag, cpd 76 reads 10.8

# Additional records follow:
no.	SMILES	KCNQ2 block	OX1R FRET antag	STK33 kinase inh
91	COc1ccc(CCNC2CCCCC2)cc1OC	i	10.4	1.1
92	O=C1NC(=O)N(c2ccccc2)C(=O)/C1=C/C=C/c1ccco1	i	2.2	-2.4
93	C=CCn1c(O)c(C(C)=NCCN2CCOCC2)c(=O)[nH]c1=O	i	4.9	0.2
94	COc1ccccc1N1C(=O)NC(=O)/C(=C/c2ccc3c4c(cccc24)CC3)C1=O	i	11.6	-0.3
95	Clc1ccc(CN2CCNCC2)cc1	i	12.7	-0.3
96	Oc1cc(O)cc(/C=C/c2ccc(O)cc2O)c1	x	5.6	54.5*
97	NCC(O)c1cc(O)c(O)cc1F (stereo unspecified)	x	7.9	-0.5
98	COC(=O)C1=C(c2cc3ccccc3o2)C[C@@H]2CC[C@H]1N2C(=O)NCCCOC(C)C	i	28.9	1.1
99	O=c1[nH]c(O)c(N=Nc2cc([N+](=O)[O-])ccc2O)c(=O)[nH]1	i	+	3.4
100	Cn1c(O)c(C(=NCCN2CCCCC2)c2ccccc2Cl)c(=O)n(C)c1=O	i	8.3	-2.1
101	CCN1CCN(c2cc(N3CCCC3)c(F)cc2[N+](=O)[O-])CC1	i	24.9	-1.1
102	O=S(=O)(c1ccc(Cl)cc1)N1CCCC1c1cccnc1 (stereo unspecified)	i	12.3	0.8
103	C[C@]12CCC(=O)C=C1CCC1C2CC[C@@]2(C)C1CC[C@]2(C)O (stereo partly specified)	x	10.0	0.7
104	CCOP(=O)(OCC)C(O)c1cccnc1 (stereo unspecified)	i	3.9	2.9
105	COc1ccc(C(=O)NC(=S)N2C[C@H]3C[C@H](C2)c2cccc(=O)n2C3)cc1OC	i	18.9	-2.2
106	CNC(=O)N(C)c1nnc(C(C)(C)C)s1	i	14.6	-0.1
107	Cc1ccc(-c2cc(-c3ccccc3)cc(-c3ccccc3)[n+]2-c2ccc(C(=O)O)cc2)cc1	i	27.2	-1.2

# Not all compounds are listed; the hit share may differ from the screen's.
